Screens from PubChem BioAssay.
ATG4B inh = ATG4B protease inhibitors, primary screen, biochemical, fluorescence, uHTS; ATG4B cleavage of LC3-PLA2, NBD-HPC fluorescence, 1 h; AID 504462, 2011; actives 0.51% (n = 340,000); inhibition, % at 8.33 µM; in the data active = inhibition above about 40%
Target sequence (Q9Y4P1 whole entry, looked up): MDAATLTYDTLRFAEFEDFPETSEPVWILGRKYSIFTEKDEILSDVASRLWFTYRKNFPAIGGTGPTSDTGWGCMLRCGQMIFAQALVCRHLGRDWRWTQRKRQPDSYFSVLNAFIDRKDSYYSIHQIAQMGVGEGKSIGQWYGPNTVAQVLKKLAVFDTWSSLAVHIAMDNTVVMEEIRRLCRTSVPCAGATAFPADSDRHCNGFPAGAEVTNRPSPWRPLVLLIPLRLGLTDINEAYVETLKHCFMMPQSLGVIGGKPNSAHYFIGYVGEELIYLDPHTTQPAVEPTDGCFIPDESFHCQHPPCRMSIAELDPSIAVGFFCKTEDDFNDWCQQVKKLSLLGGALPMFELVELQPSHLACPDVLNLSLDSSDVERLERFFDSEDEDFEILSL
* = called active by the depositor. Not all compounds are listed; the hit share may differ from the screen's.

SMILES	ATG4B inh
S=c1nn[nH]c2ccccc12	-1.8
CC(=O)NC(CC(C)C)C(=O)NC(Cc1ccccc1)C(N)=O (stereo not drawn)	11.6
CCOC(=O)c1c(NC(=S)Nc2ccc(Cl)cc2)sc2c1CCN(C)C2	6.1
O=C(O)/C=C/c1cnn(-c2ccccc2)c1	-3.1
Cc1ccccc1CCNC(=O)C1CCN(S(=O)(=O)c2ccc(-n3cnnn3)cc2)CC1	-5.7
CC(=NNC(=S)Nc1ccc(C)cc1)c1ccccn1	0.1
CC(C)(O)C#Cc1ccc(CNC[C@H]2O[C@@H](n3cnc(C(N)=O)n3)[C@H](O)[C@@H]2O)s1	2.8
CCC1C(=O)C(C)(C)C(=O)OC1c1ccc([N+](=O)[O-])cc1 (stereo not drawn)	4.4
COc1ccccc1/C=C/C=N\N1CCN(Cc2ccccc2Cl)CC1	21.7
Cc1cc2c(cc1C)NC(=O)CC(c1ccccc1)=N2	0.6
CNC(=O)OCc1nc(SSC(C)(C)C)n(C)c1COC(=O)NC	-9.1
CCOC(=O)c1ccccc1NC(=O)CN1C(=O)CCS(=O)(=O)c2ccccc21	-8.1
COc1ccc(C(=O)NC(C)c2nc3ccccc3[nH]2)cc1OC (stereo not drawn)	5.9
CN(CCc1ccccc1)C(=O)c1ccc(NC(=O)Cc2ccc(NC(=O)C3CCN(C(=O)C4CCCCC4)CC3)cc2)cc1	-14.2
C(=NOCCc1ccccc1)c1ccncc1	3.1
CCCn1nc(C(=O)Nc2cc(OCC)c(N3CCOCC3)cc2OCC)c2ccccc2c1=O	-2.3
O=C(NCc1ccco1)c1c[nH]c2ccc(S(=O)(=O)N3CCOCC3)cc2c1=O	1.8
Cc1ccc(CN(C)C(=O)c2cccc(S(=O)(=O)N3CCN(c4ccccc4)CC3)c2)cc1	-9.9
COc1cc(OC)c(-c2nn3c(-c4ccco4)nnc3s2)cc1OC	-23.9
Cc1cccc(C(=O)Nc2ccccc2NC(=O)c2cccc(C)c2)c1	-0.8

Rewritten comma-delimited: entries from further up
Molecule,ATG4B inh
S=c1nn[nH]c2ccccc12,-1.8
CC(=O)NC(CC(C)C)C(=O)NC(Cc1ccccc1)C(N)=O (stereo not drawn),11.6
CCOC(=O)c1c(NC(=S)Nc2ccc(Cl)cc2)sc2c1CCN(C)C2,6.1
O=C(O)/C=C/c1cnn(-c2ccccc2)c1,-3.1
Cc1ccccc1CCNC(=O)C1CCN(S(=O)(=O)c2ccc(-n3cnnn3)cc2)CC1,-5.7
CC(=NNC(=S)Nc1ccc(C)cc1)c1ccccn1,0.1
CC(C)(O)C#Cc1ccc(CNC[C@H]2O[C@@H](n3cnc(C(N)=O)n3)[C@H](O)[C@@H]2O)s1,2.8
CCC1C(=O)C(C)(C)C(=O)OC1c1ccc([N+](=O)[O-])cc1 (stereo not drawn),4.4
COc1ccccc1/C=C/C=N\N1CCN(Cc2ccccc2Cl)CC1,21.7
Cc1cc2c(cc1C)NC(=O)CC(c1ccccc1)=N2,0.6
CNC(=O)OCc1nc(SSC(C)(C)C)n(C)c1COC(=O)NC,-9.1
CCOC(=O)c1ccccc1NC(=O)CN1C(=O)CCS(=O)(=O)c2ccccc21,-8.1
COc1ccc(C(=O)NC(C)c2nc3ccccc3[nH]2)cc1OC (stereo not drawn),5.9
CN(CCc1ccccc1)C(=O)c1ccc(NC(=O)Cc2ccc(NC(=O)C3CCN(C(=O)C4CCCCC4)CC3)cc2)cc1,-14.2
C(=NOCCc1ccccc1)c1ccncc1,3.1
CCCn1nc(C(=O)Nc2cc(OCC)c(N3CCOCC3)cc2OCC)c2ccccc2c1=O,-2.3
O=C(NCc1ccco1)c1c[nH]c2ccc(S(=O)(=O)N3CCOCC3)cc2c1=O,1.8
Cc1ccc(CN(C)C(=O)c2cccc(S(=O)(=O)N3CCN(c4ccccc4)CC3)c2)cc1,-9.9
COc1cc(OC)c(-c2nn3c(-c4ccco4)nnc3s2)cc1OC,-23.9
Cc1cccc(C(=O)Nc2ccccc2NC(=O)c2cccc(C)c2)c1,-0.8

More structures.
SMILES	ATG4B inh
O=C(C=Cc1cccc(Cl)c1)c1ccccc1	-1.7
Cc1nc2[nH]c(=O)n(O)c(=O)c2s1	0.6
O=C1NC(=S)S/C1=C\c1cc(Cl)ccc1Cl	10.0
CC(C)NC(=O)CSc1nc(-c2ccccc2)cs1	0.6
COc1ccccc1C=NN1CCCCCC1	-12.5
COc1cc(C)c2c(c1OC)C(=O)CC2	-2.7
Cc1cccc(NS(=O)(=O)c2cccc(C(=O)NCC3(N4CCOCC4)CCCCC3)c2)c1	0.2
COc1ccc(CNc2ncnc3cc(Cl)ccc23)cc1OC	4.7
COc1cc(C2c3cc4c(cc3OC(N3CCCC3)C2C)OCO4)cc(OC)c1O (stereo not drawn)	-6.7
CC(C)C(C(=O)O)N1C(=O)/C(=C/c2cccn2C)SC1=S (stereo not drawn)	17.2
NC(=O)c1ccc(NC(=O)COC(=O)c2ccc(Br)c(S(=O)(=O)N3CCOCC3)c2)cc1	-9.4
CC(C)CSc1nc2c(c(=O)[nH]c(=O)n2C)n1CC(O)COc1cccc2ccccc12 (stereo not drawn)	-2.6
Cc1cn(CC(C)C)c(=O)n(-c2ccccc2)c1=O	-7.8
O=C(CCC(=O)Nc1ccc(Cl)cc1Cl)NNC(=O)[C@@H]1CCCC[C@@H]1C(=O)O	15.7
COC(=O)C1(C(=O)OC)C(C(=O)c2ccccc2)C1c1ccccc1 (stereo not drawn)	0.1
CN1CCC[C@H]1CCNc1ccc2c(=O)c3ccccc3n(C)c2c1	-7.7
COc1ccccc1NC(=O)C(C)OC(=O)C1CCN(S(=O)(=O)c2ccccc2C(F)(F)F)CC1 (stereo not drawn)	3.5
C[C@@H]1CN([C@H](C)CO)C(=O)c2cc(NC(=O)Nc3ccc(C(F)(F)F)cc3)ccc2O[C@H]1CN(C)C(=O)Nc1ccc(F)cc1	-19.0
O=C(Cc1ccccc1)NC(CSSCC(NC(=O)Cc1ccccc1)C(=O)O)C(=O)O (stereo not drawn)	1.1
COc1ccc(-c2nn(-c3ccccc3)cc2C(=O)N2CCN(S(=O)(=O)c3ccccc3[N+](=O)[O-])CC2)cc1	-9.0
O=c1[nH]c(=S)[nH]c(O)c1/C=C1\C=Nc2ccccc21	-1.0
CCOC(=O)C1(C(N)=O)OC1(c1ccc(Cl)cc1)c1ccccc1Cl (stereo not drawn)	-6.5
CC(C)(C)OC(=O)N1CCCC1C(=O)N1CCCC1C(=O)N1CCCC1C(=O)O (stereo not drawn)	4.8
CCn1c(SCc2ccccc2Cl)nc2nc3c(cc2c1=O)CCCC3	40.5*
CCOC(=O)C1CCCN(C(=O)C2CCN(Cc3nc(-c4ccc(Cl)cc4)oc3C)CC2)C1 (stereo not drawn)	-3.7
CCOc1ccccc1C1NC(=O)c2ccccc2N1 (stereo not drawn)	-2.2
O=C(OCc1ccccc1C(F)(F)F)c1ccc(Br)c(S(=O)(=O)N2CCOCC2)c1	-51.2
CN1OC[C@@H]2CN(C(=O)CCc3ccccc3)[C@H](c3cccc(Oc4ccccc4)c3)C[C@@H]21	2.6
CC(Oc1ccc(Br)cc1)C(=O)Nc1ccc(S(=O)(=O)NC2=NCCCCC2)cc1 (stereo not drawn)	-4.1
CCOc1ccc(NS(=O)(=O)c2ccc(C(=O)N(C)CC(=O)Nc3ccccc3Br)cc2)cc1	-16.2
O=C(N/N=C\c1cccc([N+](=O)[O-])c1O)C1COc2ccccc2O1 (stereo not drawn)	-3.3
CC(OC(=O)Nc1ccccc1)C(=O)OC1CCCCC1 (stereo not drawn)	2.1
C=CCn1c(=O)/c(=C/c2ccc(Cl)cc2)s/c1=C(\C#N)c1nnc2n1CCCCC2	-2.4
COc1ccc(-n2c(C)nn(CC3CC3)c2=O)cc1	-4.8
CN(Cc1ccccc1)C(=O)c1cccc(NC(=O)Cc2ccc(NC(=O)C3CCCN(C(=O)C4CCCCC4)C3)cc2)c1 (stereo not drawn)	-2.4
Cc1ccc(C(=O)N2CCN(C/C=C/c3ccccc3)CC2)cc1S(=O)(=O)N1CCOCC1	-44.8
CC1=C(C#N)C(=O)NC(=O)/C1=C\c1ccc(-c2ccc(C)cc2[N+](=O)[O-])o1	18.7
CN(C)c1ccc(C=c2c3ccccc3n3c2c2ccccc2[n+]3C)cc1	28.7
CCCC1(c2ccsc2)NC(=O)NC1=O (stereo not drawn)	1.4
CSc1ncnc2[nH]ccc12	-10.7
CC(=O)OCC(=O)C1(O)CCC2C3CCC4=CC(=O)CCC4(C)C3(F)C(O)CC21C (stereo not drawn)	-5.9
CC1CC(=O)c2ccccc2C1C (stereo not drawn)	0.8
CNc1ncnc2c1cnn2C1CCCCO1 (stereo not drawn)	-0.4
c1cc(CNCCN2CCNCC2)ccn1	-5.3
[O-]C1=N[N+](=C(c2ccccc2)c2ccccc2)C1	-5.8
CCCC1CC(=O)NC1(C(=O)OCC)C(=O)OCC (stereo not drawn)	-15.1
N=C(N)SCc1ccc(Cl)c2ccccc12	0.2
N#Cc1cn(Cc2ccco2)c(=O)[nH]c1=O	-15.0
Cc1c(C)[n+](=O)c(C)c(C)n1[O-]	2.6
CCCN1C(=O)/C(=C\C=C2\N(CC)c3ccccc3C2(C)C)SC1=S	-3.8
CN1/C(=C/C(=O)COC(=O)C2COc3ccccc3O2)C(C)(C)c2ccccc21 (stereo not drawn)	6.0
COC(=O)c1cc2c([nH]c1=O)CCCC2=O	-7.4
Cc1c(Cl)c([N+](=O)[O-])nn1Cc1ccc(C(=O)N/N=C\c2ccccn2)o1	9.5
CCC(Oc1ccc2c(=O)c(-c3ccccc3OC)coc2c1)C(=O)OCc1ccccc1 (stereo not drawn)	8.2
Cc1nc(SCC(=O)Nc2c(C)n(C)n(-c3ccccc3)c2=O)c2cnn(-c3ccccc3)c2n1	-3.5
NC(=S)N1N=C(c2ccccc2)CC1=O	-1.0
O=C(NCc1ccccc1)c1cccc(NC(=O)c2ccccc2)c1	8.2
COc1ccc(N(C)C(=O)Nc2ccc3nsnc3c2)cc1	-7.1
O=C(CNC(=O)Cc1ccccc1)N=Nc1c(O)n(Cc2ccc3c(c2)OCO3)c2ccccc12	-1.6
Cc1nc2c(Br)cc(Br)cc2c(=O)n1-c1ccccc1NC1OCC(O)C(O)C1O (stereo not drawn)	3.2

Additional records
SMILES	ATG4B inh
O=C(C1CC1c1ccccc1)N1CCN(c2cccc(Cl)c2)CC1 (stereo not drawn)	-3.5
CN(C)CC(O)c1ccc(C=Cc2ccc(Cl)cc2)cc1 (stereo not drawn)	2.0
O=c1cc(-c2nn[nH]n2)[nH]c(=O)[nH]1	2.5
CCN(CC)c1ccc(S(=O)(=O)N2CCOCC2)cc1NC(=O)COC(=O)/C=C/c1ccccc1	-4.3
O=C(O)c1ccccc1Cc1ccc2c(c1)CCCC2	-2.4
O=C(O)c1ccc(Cl)cc1Nc1nc2cc(Cl)ccc2o1	2.1
Cc1ccccc1Cn1c(=O)c2c(nc3n2CCN3Cc2ccco2)n(C)c1=O	-6.1
Cc1cccc(CN2CCN(CC(=O)O)C2=O)c1	-11.4
Cc1ccc2oc3c(c(=O)c2c1)C(c1cccc(Br)c1)N(Cc1ccco1)C3=O (stereo not drawn)	-4.4
CC(CNc1ccc(Cl)cc1)(CNc1ccc(Cl)cc1)[N+](=O)[O-]	3.1
O=C(c1ccc(CNc2c(NC3CCCCC3)c(=O)c2=O)cc1)N1CCc2ccccc21	4.5
CC(C)CNC(=O)C1(N2C(=O)c3ccccc3C2=O)CCCC1	-1.6
O=C(CSc1nc(N2CCCCC2)nc(N2CCCCC2)n1)N1CCN(c2ccccc2)CC1	3.0
O=C(/C=C/c1ccco1)Nc1ccc2nn(-c3ccccc3)nc2c1	16.4
CCOC(=O)C1CCC(=O)C1 (stereo not drawn)	4.3
Cc1cn(C(=O)CN2C(=O)c3ccccc3C2=O)c(C)n1	17.8
O=[N+]([O-])c1ccc(S(=O)(=O)NN=Cc2ccc3c(c2)OCO3)cc1	-0.9
COC(=O)c1cccc2c(C(=O)O)cc(-c3ccccc3)nc12	-7.2
Cc1cccc(OCc2nc(C)cc(=O)[nH]2)c1	6.5
CCN(CC)S(=O)(=O)c1ccc(NC(=O)CCNC(=O)c2ccccc2)cc1	-8.3

Some of these compounds in order of number of heavy atoms, ascending.
SMILES	ATG4B inh
O=c1cc(-c2nn[nH]n2)[nH]c(=O)[nH]1	2.5
Cc1cccc(OCc2nc(C)cc(=O)[nH]2)c1	6.5
O=C(C1CC1c1ccccc1)N1CCN(c2cccc(Cl)c2)CC1 (stereo not drawn)	-3.5

Following part.
SMILES	ATG4B inh
CN1CCN(C2=CC3=CC(=C(C#N)C#N)CCC3CC2)CC1 (stereo not drawn)	-184.6
C(=C\c1nnc2c3ccccc3ncn12)/c1ccccc1	-0.8
COc1ccccc1NS(=O)(=O)c1cc(C(=O)Nc2ccc(S(=O)(=O)Nc3onc(C)c3C)cc2)ccc1C	-5.8
CCOc1ccc(-c2nnc3sc(-c4ccccc4OC)nn23)cc1	13.7
CC(=NNC(=S)N(Cc1ccccn1)Cc1ccccn1)c1cnccn1	0.2
Cc1ccc(S(=O)(=O)/N=C(\N)c2ccc(Cl)cc2)cc1	-0.7
Cc1c(C(=O)NCc2cccnc2)sc2ncn(CC(=O)N3CCCCC3C)c(=O)c12 (stereo not drawn)	-0.3
COc1ccccc1NS(=O)(=O)c1ccc(C(=O)NCC(c2ccco2)N2CCCCC2)cc1 (stereo not drawn)	-18.4
COc1cccc(C(=O)N(C)CC(=O)Nc2ccc(F)c(F)c2F)c1	0.2
CC12CCC(=O)C=C1CCC1C3CC(O)C(O)(C(=O)CO)C3(C)CC(O)C12F (stereo not drawn)	-6.1
Cc1cc(C)n2nc(SCC(=O)NC3CCCCC3C)nc2n1 (stereo not drawn)	-3.7
CCOc1ccccc1C(=O)OCC(=O)Nc1cccc(S(=O)(=O)NC2=NCCCCC2)c1	-8.1
C=CCN(c1ccc(OC)cc1)S(=O)(=O)c1ccc(Cl)c(C(=O)OCC(=O)c2c(N)n(C)c(=O)n(C)c2=O)c1	-9.7
Cc1nnc2sc(SCC(=O)N3CCc4ccccc43)nn2c1=O	1.4
COc1ccccc1N1CCN(CCCCN2C(=O)C3CCCN3C2=O)CC1 (stereo not drawn)	6.7
Cc1cc(C)c2c(n1)nn1c(NCCCN3CCOCC3)cc(C)nc21	-1.5
Nc1ncnc2c1cnn2C1CC(O)C(CO)O1 (stereo not drawn)	5.2
CCCCC(c1nnnn1CC1CCCO1)N1CCN(c2nc3ccccc3s2)CC1 (stereo not drawn)	-2.6
CN(C)c1nc2c(N)ncnc2n1C1OC(CO)C(O)C1O (stereo not drawn)	-2.7
Cc1nc(NCCCN2CCOCC2)c2cnn(-c3ccccc3)c2n1	-5.3
